Source: PubChem BioAssay (Dana-Farber Cancer Institute and Novartis Institutes for BioMedical Research (Cambridge, Mass))
USP30 inh: inhibitors of human USP30 deubiquitinase; purified USP30, Ub-rhodamine cleavage fluorescence; inhibition, % at 25 µM; 47,000 tested, 5.3% active
USP7 inh: inhibitors of human USP7 deubiquitinase; purified USP7, Ub-rhodamine cleavage fluorescence; 47,000 tested, 0.3% active; AID 1645854, 2021; inhibition, % at 20 µM
Target sequence (Q93009 whole entry, looked up): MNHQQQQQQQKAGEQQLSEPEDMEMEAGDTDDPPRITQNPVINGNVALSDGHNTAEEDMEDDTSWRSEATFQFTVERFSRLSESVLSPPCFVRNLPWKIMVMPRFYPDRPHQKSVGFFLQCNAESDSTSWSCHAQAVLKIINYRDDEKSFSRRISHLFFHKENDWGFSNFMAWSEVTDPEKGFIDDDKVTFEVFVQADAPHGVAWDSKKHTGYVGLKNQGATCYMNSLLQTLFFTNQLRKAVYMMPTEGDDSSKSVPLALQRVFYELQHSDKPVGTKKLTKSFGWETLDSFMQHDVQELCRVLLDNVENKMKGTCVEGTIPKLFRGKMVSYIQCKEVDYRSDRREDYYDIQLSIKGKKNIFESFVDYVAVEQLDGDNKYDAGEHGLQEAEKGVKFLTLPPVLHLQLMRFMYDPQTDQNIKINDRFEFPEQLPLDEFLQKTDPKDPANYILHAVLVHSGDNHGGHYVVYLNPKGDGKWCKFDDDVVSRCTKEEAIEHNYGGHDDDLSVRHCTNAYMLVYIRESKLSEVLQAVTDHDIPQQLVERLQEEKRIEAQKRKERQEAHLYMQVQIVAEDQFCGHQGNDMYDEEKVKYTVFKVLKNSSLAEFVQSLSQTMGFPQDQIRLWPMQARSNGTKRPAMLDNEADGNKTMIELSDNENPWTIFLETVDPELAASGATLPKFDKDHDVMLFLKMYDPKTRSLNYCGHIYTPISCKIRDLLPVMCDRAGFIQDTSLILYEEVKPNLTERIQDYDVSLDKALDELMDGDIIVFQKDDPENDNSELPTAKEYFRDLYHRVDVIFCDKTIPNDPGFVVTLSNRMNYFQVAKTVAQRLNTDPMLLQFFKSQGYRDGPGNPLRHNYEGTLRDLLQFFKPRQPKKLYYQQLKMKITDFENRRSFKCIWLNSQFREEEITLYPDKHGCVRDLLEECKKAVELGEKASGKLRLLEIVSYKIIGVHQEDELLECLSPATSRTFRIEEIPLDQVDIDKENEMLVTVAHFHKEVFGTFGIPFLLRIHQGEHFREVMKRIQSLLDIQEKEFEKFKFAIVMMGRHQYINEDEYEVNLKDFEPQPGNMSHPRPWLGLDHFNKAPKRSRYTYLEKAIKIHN
OTUD3 inh: inhibitors of human OTUD3 deubiquitinase; OTU domain-containing protein 3 (Homo sapiens), Q5T2D3; purified OTUD3, Ub-rhodamine fluorescence, 2 h; inhibition, % at 25 µM; 47,000 tested, 0.7% active; AID 1645858, 2021
UCHL1 inh: inhibitors of human UCHL1 deubiquitinase; inhibition, % at 20 µM; 47,000 tested, 0.2% active; AID 1645859, 2021; purified UCHL1, Ub-rhodamine cleavage fluorescence
USP10 inh: inhibitors of human USP10 deubiquitinase | Ubiquitin carboxyl-terminal hydrolase 10 (Homo sapiens), Q14694 | purified USP10, Ub-rhodamine fluorescence, 60 min | inhibition, % at 20 µM | 47,000 tested, 1.1% active
USP17 block: inhibitors of human USP17 deubiquitinase; Ubiquitin carboxyl-terminal hydrolase 17-like protein 5 (Homo sapiens), A8MUK1; purified USP17, Ub-rhodamine cleavage fluorescence, 3 h; inhibition, % at 50 µM; 47,000 tested, 6.5% active; AID 1645855, 2021
USP28 inh: inhibitors of human USP28 deubiquitinase | 47,000 tested, 3% active | inhibition, % at 25 µM | Ubiquitin carboxyl-terminal hydrolase 28 (Homo sapiens), Q96RU2 | AID 1645857, 2021 | purified USP28, Ub-rhodamine cleavage fluorescence, 30 min
USP8 block: inhibitors of human USP8 deubiquitinase; purified USP8, Ub-rhodamine cleavage fluorescence, 30 min; inhibition, % at 20 µM; 47,000 tested, 4.2% active
The depositor's hits bear a star; · = no result given. Cut-off read from the data, not from the text of the source: active = inhibition above about 30%; inactive = the rest.

SMILES | USP30 inh | USP7 inh | OTUD3 inh | UCHL1 inh | USP10 inh | USP17 block | USP28 inh | USP8 block
Cn1ccc2ccn(CC(=O)Nc3cccc(Cl)c3)c(=O)c21 | 0 | · | 0 | 1 | 1 | 21 | 13 | 1
COc1ccc(C2c3c(C)nn(-c4ccccc4)c3N=C(c3ccccc3F)N2C2CC2)cc1 (stereo not drawn) | -3 | 8 | -4 | 7 | 7 | 3 | 0 | 8
O=C(COC(=O)c1ccc2[nH]c3c(c2c1)CCCC3)Nc1ccc2c(c1)OCO2 | 42* | -8 | 7 | 0 | 13 | 66* | 19 | 41*
CN(C1CCCCC1)C1CCN(C(=O)c2cc(-c3cccnc3)n[nH]2)CC1 | -8 | 1 | 0 | -3 | 2 | 2 | -6 | 7
COc1ccc2[nH]c(C(=O)N3CCC(n4cnc5cccnc54)CC3)cc2c1 | 10 | -4 | 8 | 4 | 2 | 5 | 0 | 20
Cc1ccc(N2CC(c3nc(-c4ccc5oc(C)nc5c4)no3)CC2=O)cc1 (stereo not drawn) | 0 | -4 | -4 | 5 | -1 | 3 | -1 | -4
CC(NCC(=O)Nc1cc(S(=O)(=O)N2CCCCCC2)ccc1Cl)c1ccccc1 (stereo not drawn) | 43* | 13 | 28 | 10 | 8 | 18 | 17 | 6
CC(=O)c1cccc(N(C(=O)c2ccco2)C(C(=O)NC2CCCC2)c2ccc(N3CCOCC3)cc2)c1 (stereo not drawn) | 2 | 2 | 8 | 2 | -1 | -1 | 0 | -15
O=C(Nc1ccc(S(=O)(=O)c2cccc(C(F)(F)F)c2)cc1)c1ccc(F)cc1 | 41* | 7 | -7 | 11 | 13 | -3 | 14 | -1
CN(C)c1ccc(C(=O)NCc2ccc3c(c2)CCO3)cc1 | -13 | 0 | 0 | -1 | -2 | -12 | -2 | -14
CSCC[C@H](NC(=O)C1Cc2c([nH]c3ccccc23)C2c3ccccc3C(=O)N12)C(=O)NCc1ccccc1 (stereo partly drawn) | -44 | -2 | 2 | -1 | -3 | -12 | 0 | -3
Cc1cc(-c2cncc(CC3CCN(S(C)(=O)=O)CC3)n2)n[nH]1 | 8 | 1 | 3 | 0 | 2 | -6 | -4 | 0
Cc1cc(C)c(C#N)c(SCCN2CCCCC2)n1 | -2 | 0 | 2 | 0 | 0 | 0 | 1 | 8
Cc1ccc(-c2c[n+](CC(=O)N(c3ccccc3)C(C)C)c3n2CCC3)cc1 | -14 | 4 | 11 | 3 | -1 | -10 | 17 | 0
CCc1ccc(OC(=O)c2ccc(CC)cc2)cc1 | 22 | 9 | 18 | 3 | 3 | 18 | 11 | 24
CCN1c2ccc(F)cc2C(=O)NC12CCN(C(=O)c1ccccc1)CC2 | 0 | 4 | 8 | 2 | 0 | 0 | 3 | -18
CC(=O)N1CCC(C)(c2cc(C(=O)NCC3CCC3)nc(C)n2)CC1 | 14 | 1 | 3 | 3 | 0 | 11 | 10 | 9
COC(=O)c1ccc(NC(=O)c2cc(C3CC3)n3nccc3n2)cc1 | -16 | 4 | 0 | 0 | 1 | -8 | -21 | 0
O=C(O)CN1CCC2(CCC1=O)CNC(=O)c1ccccc1O2 (stereo not drawn) | -17 | 0 | -4 | -5 | -3 | -15 | -5 | -1
CCc1nc2sc(C)nn2c1S(=O)(=O)N1CCCCCC1 | -7 | -10 | -6 | -3 | -3 | -5 | -11 | -3
Cc1cccc(NC(=O)COc2cc(C)nc(N3CCCCC3)n2)c1 | 30* | -8 | 18 | 7 | 6 | · | 14 | 21
CCC(=O)Nc1ccccc1SCC(=O)N1c2ccccc2CC1C (stereo not drawn) | 20 | 1 | 17 | 4 | 1 | 14 | 11 | 6
CCc1nnc(-c2cc(S(=O)(=O)NC3CCCCCC3)c[nH]2)o1 | 0 | 0 | 0 | -1 | -2 | 0 | 3 | 2
CCOc1ccc(S(=O)(=O)Nc2ccc(-n3ncc(C#N)c3N)cc2)cc1 | · | -2 | 8 | 1 | -4 | 7 | · | -4
CC(C)C1Nc2ccc(C(=O)NCc3ccccc3)cc2NC1=O (stereo not drawn) | -7 | 7 | 7 | 0 | 6 | 36* | 0 | 0
COc1ccc(CCNC(=O)c2c(-c3c(F)cccc3Cl)noc2C)cc1 | 9 | 6 | 9 | 4 | -3 | 8 | 7 | 9
CC1=C(c2ccc(F)cc2)S(=O)(=O)N=C1N1CCCN(C(=O)C2CCCCC2)CC1 | 21 | -4 | 7 | 2 | 0 | 8 | 17 | 12
CCC(C(=O)Nc1ncc2c(n1)CC(c1ccc(C)cc1)CC2=O)c1ccccc1 (stereo not drawn) | -30 | -83 | -14 | -1 | -3 | -19 | -15 | -3
COCCN1C(=O)CO[C@H]2CN(C(=O)c3ccccc3)C[C@H]21 | 12 | 6 | 14 | 1 | 0 | 2 | 15 | -48
Cc1cnc(-c2cc(CC3CCN(Cc4cccnc4)C3)ncn2)[nH]1 (stereo not drawn) | -5 | 1 | -3 | -2 | 0 | -14 | -11 | -44

2 of these compounds, set out differently.
Results follow in this order: USP30 inh | USP7 inh | OTUD3 inh | UCHL1 inh | USP10 inh | USP17 block | USP28 inh | USP8 block
CCC(C(=O)Nc1ncc2c(n1)CC(c1ccc(C)cc1)CC2=O)c1ccccc1 (stereo not drawn)
→ -30 | -83 | -14 | -1 | -3 | -19 | -15 | -3
CCc1nc2sc(C)nn2c1S(=O)(=O)N1CCCCCC1
→ -7 | -10 | -6 | -3 | -3 | -5 | -11 | -3

The list continues:
SMILES | USP30 inh | USP7 inh | OTUD3 inh | UCHL1 inh | USP10 inh | USP17 block | USP28 inh | USP8 block
CCCC(=O)Nc1nc2ccc(CCC(=O)NCc3ccc(F)cc3)cc2s1 | -10 | 0 | 0 | -3 | 3 | 65* | -5 | 13
Nc1c(-c2nc(-c3ccccc3Cl)no2)nnn1-c1ccc(Cl)cc1 | 40* | 56* | 4 | 12 | 60* | 43* | 20 | 94*
O=C(NCCN1CCOCC1)c1cc(-c2cccnc2)n(-c2ccc(F)cc2)n1 | 17 | 2 | 0 | -3 | -1 | 1 | -3 | 0
Cc1ccccc1CN1CCCn2c1nc1ccccc1c2=O | 25 | -8 | 9 | 1 | 3 | 9 | 10 | 2
COc1cccc(-c2noc3ncnc(NCCN4CCC(C)CC4)c23)c1 | 8 | -18 | 7 | 0 | 0 | 4 | 3 | 1
CCOc1ccccc1NC(=O)CCc1c(C)nc2c(c1C)c(=O)n(C)c(=O)n2C | 5 | 2 | 1 | -1 | -1 | 11 | 8 | 9
O=S(=O)(c1ccccc1)N1CCC2(CN(Cc3cccc(F)c3)C2)C1 | 2 | 3 | -2 | 0 | 0 | -11 | -1 | -16
CC1(C)CS(=O)(=O)N(c2cccc(C(=O)N3CCN(c4ncccn4)CC3)c2)C1=O | 15 | 2 | 5 | 2 | 0 | 1 | 6 | 0
Cc1nc2c(nnn2C[C@H]2CCCN2C(=O)c2ccccc2F)c(=O)[nH]1 | 0 | 4 | 7 | 2 | 0 | 3 | 0 | 9
Cc1noc(C)c1CC(=O)N1CCN(c2ccccc2F)CC1 | 22 | 4 | 11 | -1 | 1 | 20 | 4 | 19
Cc1ccc(Cn2c(=O)c3ccccc3n3c(CCC(=O)NCCc4c[nH]c5ccccc45)nnc23)cc1 | -54 | -13 | -29 | -6 | -8 | -3 | -5 | -24
O=C(Nc1cnc(N2CCCCC2)nc1)c1ccccc1Cl | -15 | -4 | -2 | -3 | -8 | -3 | -3 | -3
Cc1ccc(-n2nnc(-c3nnc(-c4ccccc4)o3)c2C)cc1C | 7 | -19 | -1 | 4 | 5 | 10 | -4 | 2
O=C(Nc1ccc2nn(-c3cccc(C(F)(F)F)c3)nc2c1)c1cc2ccccc2o1 | -10 | -6 | -1 | 4 | 1 | -44 | -7 | -333
COc1ccc(C(C(=O)NC2CCCCC2)N(Cc2ccccc2Cl)C(=O)c2ccco2)cc1OC (stereo not drawn) | -128 | -7 | -25 | -2 | -7 | 18 | -36 | -61
Cc1ccc(C(=O)NC(C)C(=O)N2CCN(c3ccccn3)CC2)cc1 (stereo not drawn) | -5 | 0 | -1 | -2 | 0 | -1 | -4 | -3
C=c1nc2c(c(=O)n1C1CCCC1)=C(O)c1ccccc1N2C | 15 | 2 | 9 | -1 | 0 | 12 | 2 | 0
CCN1C(=O)CCc2cc(NC(=O)c3ccccc3)ccc21 | 0 | -2 | -5 | -1 | 0 | · | 18 | -5
O=C(Nc1nc2ccc(Br)cc2s1)C1CC1c1ccccc1 (stereo not drawn) | -11 | -5 | -1 | 3 | 0 | -6 | -7 | -65
FC(F)(F)c1cc(C(F)(F)F)c2ccc(N3CCOCC3)nc2n1 | -5 | -3 | -18 | 0 | -3 | -36 | -16 | -7
Cc1noc(-c2ccc3nnc(CC(=O)Nc4cccc(F)c4)n3c2)n1 | -19 | -1 | -6 | -1 | -2 | -8 | -19 | 0
CCc1ccc(NC(=O)Cn2c(=O)n(C)c(=O)c3nscc32)cc1 | -83 | -2 | 5 | 9 | -3 | 39* | 24 | 3
O=C([C@H]1C[C@@H]2CN(S(=O)(=O)C3CC3)C[C@H]1O2)N1CCCC1 | 16 | 3 | 8 | 3 | 1 | 1 | 6 | -11
O=C(Cn1c(=O)n(-c2ccccc2)c2ncccc21)NCc1ccccc1F | -3 | 2 | 7 | 1 | 0 | 8 | 16 | 22
Cn1cncc1C(=O)N[C@@H]1C[C@@H](Oc2cccc(F)c2)[C@H](O)[C@H]1N1CCOCC1 | 25 | 5 | 15 | 3 | 4 | 4 | 11 | -37
CC1=NOC(CNS(=O)(=O)c2cc(C)ccc2C)C1 (stereo not drawn) | 3 | -1 | -6 | 0 | 0 | 0 | -7 | -3
Cc1cccc(CNC(=O)C2CCN(C(=O)c3cc(-c4ccccn4)n[nH]3)CC2)c1 | 3 | -3 | -7 | -3 | 2 | -31 | -4 | -124
COc1ccc(S(=O)(=O)Nc2cncc(C(=O)NCc3ccccc3)c2)cc1 | 18 | 1 | 12 | 0 | 0 | 11 | 10 | 19
O=C(Cn1cc(S(=O)(=O)N2CCCCCC2)ccc1=O)N1CCCc2ccccc21 | -5 | 2 | 6 | 1 | -2 | 8 | 4 | 10
COc1ccc(S(=O)(=O)N2CCC(c3nc(-c4ccncc4)no3)CC2)cc1 | 9 | 4 | 4 | 0 | 2 | 15 | 8 | -10

Random excerpt: 7 entries already listed.
SMILES | USP30 inh | USP7 inh | OTUD3 inh | UCHL1 inh | USP10 inh | USP17 block | USP28 inh | USP8 block
C=c1nc2c(c(=O)n1C1CCCC1)=C(O)c1ccccc1N2C | 15 | 2 | 9 | -1 | 0 | 12 | 2 | 0
Cn1cncc1C(=O)N[C@@H]1C[C@@H](Oc2cccc(F)c2)[C@H](O)[C@H]1N1CCOCC1 | 25 | 5 | 15 | 3 | 4 | 4 | 11 | -37
O=C([C@H]1C[C@@H]2CN(S(=O)(=O)C3CC3)C[C@H]1O2)N1CCCC1 | 16 | 3 | 8 | 3 | 1 | 1 | 6 | -11
O=C(Cn1cc(S(=O)(=O)N2CCCCCC2)ccc1=O)N1CCCc2ccccc21 | -5 | 2 | 6 | 1 | -2 | 8 | 4 | 10
FC(F)(F)c1cc(C(F)(F)F)c2ccc(N3CCOCC3)nc2n1 | -5 | -3 | -18 | 0 | -3 | -36 | -16 | -7
Cc1ccc(C(=O)NC(C)C(=O)N2CCN(c3ccccn3)CC2)cc1 (stereo not drawn) | -5 | 0 | -1 | -2 | 0 | -1 | -4 | -3
CCN1C(=O)CCc2cc(NC(=O)c3ccccc3)ccc21 | 0 | -2 | -5 | -1 | 0 | · | 18 | -5

Other structures follow.
SMILES | USP30 inh | USP7 inh | OTUD3 inh | UCHL1 inh | USP10 inh | USP17 block | USP28 inh | USP8 block
CN1C(=O)OC[C@@H]2CCN(C(=O)NCCC(=O)O)C[C@H]21 | 26 | 4 | 20 | 3 | 3 | 11 | 12 | 15
NC(=O)CCC(=O)N[C@H]1C[C@H]2CN(Cc3ccccc3)Cc3ccccc3CN2C1 | -137 | -4 | -28 | -4 | -4 | -14 | -39 | -8
CC(=O)c1c(C)cc(O)cc1O | 9 | 4 | -3 | 0 | 4 | 2 | 0 | 6
O=C(NC1CCCCCC1)c1cnn(-c2ccccc2)c1C1CC1 | -6 | -6 | 2 | -2 | 1 | -3 | 5 | -3
COc1cccc(CNS(=O)(=O)c2ccc3c(c2)C(=O)N(C)c2ncccc2O3)c1 | 14 | 4 | 4 | 1 | 5 | 9 | 6 | 5
CC1CCC(NC(=O)c2cn(C)c3ccc(S(=O)(=O)N4CCOCC4)cc3c2=O)CC1 (stereo not drawn) | 1 | 1 | 10 | 5 | -2 | 13 | 10 | 16
Cc1cc(-c2cnc(N3CCCC(C)C3)nc2C2CCNCC2)on1 (stereo not drawn) | 22 | -35 | 7 | 3 | -2 | 8 | 17 | -1
O=C(CSc1nnc2sc3ccccc3n12)NCc1ccco1 | 0 | 0 | -1 | 0 | -1 | 2 | -6 | -3
Cc1ccc2nc(NCC(=O)Nc3ccc4c(c3)OCO4)sc2c1 | 1 | 6 | -7 | 0 | -6 | · | 5 | 26
